# PKM2 activator = increases activity of human pyruvate kinase M2; purified PKM2, Kinase-Glo ATP luminescence, activation; response scale: 0% is enzyme alone, no compound; 260,000 compounds, 0.34% hits; Potency, µM (highest dose often 57.5 µM), without a hit: top-dose activation, hits mostly activators; P14618; further: potency means the concentration at half of the fitted maximal effect; on the % scale 0 is the no-effect control and ±100 the full control effect; nearly all actives have a fitted effect of over 55% in size
#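 Kinase-Glo luminescence reports ATP generated from ADP (0.1 mM) and PEP (0.5 mM) by purified hPK-M2 after 1 h at room temperature, pH 7.2 imidazole buffer; intermediate enzyme activity allows detecting inhibitors and activators.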
# S-ASM inh = inhibitors of human secretory acid sphingomyelinase. P17405. placental ASM, HMU-PC fluorogenic substrate, 60 min. Potency, µM (highest dose often 57.5 µM), for the others: at the highest dose activity change, negative = inhibition, usual class: inhibitors. 340,000 compounds, 0.006% hits; further: potency means the concentration at half of the fitted maximal effect
#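 Steps: dispense placental human ASM, pin compound, wait 10 min at room temperature, add HMU-PC0 substrate at 9 uM final, incubate 60 min at 37 °C, add stop solution raising pH to 10, read fluorescence.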
# hERG WT inh = KCNH2 (human, wildtype) channel inhibition; Q12809; U2OS, BacMam KCNH2, thallium flux FluxOr; stronger effect = lower value; activity change, % at 1.84 µM; 340,000 compounds, 0.37% hits; AID 720551;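 active means maximum activity change below -70%; inconclusive means maximum activity change between -70% and -50%; inactive means maximum activity change above -50%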; further: on the % scale 0 is the no-effect control and ±100 the full control effect
#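 U2OS cells transduced with wild-type KCNH2 virus are loaded with FluxOr dye for 45 min, and thallium flux is measured in kinetic reads before and after stimulation buffer. Rate constants are normalized to DMSO controls.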
# Eya2 phos inh = blocks the phosphatase activity of human Eya2; AID 488837; 330,000 compounds, 0.006% hits; recombinant Eya2, OMFP fluorescence dephosphorylation (OMFP is methylfluorescein phosphate); Potency, µM (titrated, usually from 76.9 µM), for the others: at the highest dose activity, negative = inhibition, most hits filed as inhibitors; further: potency means the concentration at half of the fitted maximal effect; on the % scale 0 is the no-effect control and ±100 the full control effect
# Target sequence (O00167 whole entry, looked up): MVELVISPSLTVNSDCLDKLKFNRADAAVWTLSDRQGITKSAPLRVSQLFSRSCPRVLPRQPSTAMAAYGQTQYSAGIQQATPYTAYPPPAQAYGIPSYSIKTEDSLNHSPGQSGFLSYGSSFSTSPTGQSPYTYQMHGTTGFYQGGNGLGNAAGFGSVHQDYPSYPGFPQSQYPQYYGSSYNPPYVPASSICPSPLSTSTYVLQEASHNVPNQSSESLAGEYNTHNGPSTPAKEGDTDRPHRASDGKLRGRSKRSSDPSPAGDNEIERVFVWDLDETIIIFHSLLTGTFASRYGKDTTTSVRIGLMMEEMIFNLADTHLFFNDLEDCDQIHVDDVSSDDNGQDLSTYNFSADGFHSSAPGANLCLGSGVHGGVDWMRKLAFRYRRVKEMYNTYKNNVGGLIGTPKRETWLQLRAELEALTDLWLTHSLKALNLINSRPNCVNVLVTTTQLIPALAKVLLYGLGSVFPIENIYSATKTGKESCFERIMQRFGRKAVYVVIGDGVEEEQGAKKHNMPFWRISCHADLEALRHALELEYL
#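 Eya2 (0.2 uM) preincubated 10 min at ambient with compound, then OMFP substrate added at 50 uM; 10 min reaction in 50 mM HEPES pH 7.5, 50 mM NaCl, 5 uM MgCl2, 0.05% BSA, 1 mM DTT. Fluorescence read at Ex 485/Em 525 nm.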
# GALK inh = inhibitors of human galactokinase; P51570; Purified GALK, Kinase-Glo residual ATP luminescence; AID 1868; 270,000 compounds, 0.007% hits; Potency, µM (highest dose often 57.5 µM), for the others: at the highest dose activity change, negative = inhibition, hits mostly inhibitors; further: potency means the concentration at half of the fitted maximal effect; on the % scale 0 is the no-effect control and ±100 the full control effect
#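 Quantitative HTS: GALK 5 nM, ATP 35 uM, galactose 100 uM, 1 h room temperature, then luciferase-based ATP detection.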
# Menin MLL FP TR = displaces Texas Red mutant MLL peptide from human menin | O00255 | Menin + Texas Red MLL mutant peptide, fluorescence polarization | 270,000 compounds, 0.23% hits | Potency, µM (doses to about 61.6 µM), for the others: top-dose FP activity change, negative = inhibition, most hits filed as inhibitors; active means well fitted inhibition curve with a large enough effect in the polarisation, with a control signal flat, not every such curve was filed as active; inconclusive means small, poorly fitted or top-dose-only effect, or effect the other way, or a change in a side signal; inactive means no such curve, though single readings can be large or run the other way; the % refers to the polarisation; further: potency means the concentration at half of the fitted maximal effect; % of control where 0% means no effect; many of its hits are not listed in these tables
# MBNL1-CUG inh = blocks human MBNL1 binding to CUG repeat RNA | AID 2675 | Potency, µM (top dose mostly 57.5 µM), without a hit: at the top dose activity change, negative = inhibition, actives largely listed as inhibitors | 280,000 compounds, 0.036% hits | TR-FRET MBNL1-His/biotin-(CUG)12 binding, 665/545 ratio | Q9NR56; active means well fitted inhibition curve with a large enough effect in the signal ratio, with a control signal flat, not every such curve was filed as active; inconclusive means small, poorly fitted or top-dose-only effect, or effect the other way, or a change in a side signal; inactive means no such curve, though single readings can be large or run the other way; the % refers to the signal ratio; further: potency means the concentration at half of the fitted maximal effect; on the % scale 0 is the no-effect control and ±100 the full control effect
# Target sequence (Q9NR56 whole entry, looked up): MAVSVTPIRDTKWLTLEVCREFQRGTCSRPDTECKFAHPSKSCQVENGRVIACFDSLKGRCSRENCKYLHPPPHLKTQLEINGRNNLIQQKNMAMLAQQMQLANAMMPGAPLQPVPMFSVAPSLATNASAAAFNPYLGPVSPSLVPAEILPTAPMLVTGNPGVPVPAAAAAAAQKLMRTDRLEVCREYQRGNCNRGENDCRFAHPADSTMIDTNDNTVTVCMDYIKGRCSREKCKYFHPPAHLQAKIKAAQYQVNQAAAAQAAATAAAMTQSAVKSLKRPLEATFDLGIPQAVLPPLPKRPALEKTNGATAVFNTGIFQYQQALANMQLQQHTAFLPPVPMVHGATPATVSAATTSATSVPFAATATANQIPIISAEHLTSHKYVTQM
#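 Compound titration spanned 92 nM–58 uM against the MBNL1-His/biotin-(CUG)12 complex. After 60 min at room temperature with 5 nM streptavidin-XL665 and 0.055 ng/ul terbium anti-His, ratiometric 665/545 nm emission (Ex 340 nm) normalized to controls.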
# Mito fusion act = mitochondrial division inhibition or fusion activation; S. cerevisiae fusion-defective mutant growth rescue, CellTiterGlo 48 h; Potency, µM (titrated, usually from 46.1 µM), without a hit: at the highest dose growth rescue (activation), actives largely listed as activators; 320,000 compounds, 0.23% hits;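 further: potency means the concentration at half of the fitted maximal effect; % of control where 0% means no effect; nearly all actives have a fitted effect of over 45% in size; temperature-sensitive fusion mutants such as fzo1-1 at 37 °C on non-fermentable ethanol glycerol medium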
#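 Read-out: ATP-based luminescence (CellTiterGlo, 10 min ambient) reporting growth of fusion-defective ts yeast after 48 hours at 37C on glycerol/ethanol YPEG medium in the presence of compound.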
# USP2a inh = inhibitors of human ubiquitin-specific protease USP2a; O75604; USP2 core, Ub-CHOP2 coupled fluorogenic reporter, 485/531; Potency, µM (series often up to 38.3 µM), for inactives: top-dose activity change, negative = inhibition, usual class: inhibitors; 330,000 compounds, 0.01% hits; AID 463254;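 further: potency means the concentration at half of the fitted maximal effect; plate controls were DMSO wells for no effect and full inhibition by NEM control for full effect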
#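 Cell-free coupled assay: 10nM USP2 core preincubated 30min RT with compound in Tris-HCl pH 8.0/CaCl2/CHAPS buffer, then 25nM Ub-CHOP2 and 25nM reporter substrate; fluorescence (Ex 485/Em 531) read after 60min RT, normalized to NEM inhibition, concentration-response curves fitted.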
# Chronic BCR inh = chronic active BCR signaling inhibition. Potency, µM (doses to about 46.1 µM), inactives show at the top dose ratio change, negative = lower green/red ratio, usual class: inhibitors. ABC-DLBCL IkBa-CBG/CBR reporter, luminescence ratio, 4 h. AID 493014. 340,000 compounds, 0.05% hits; active means well fitted inhibition curve with a large enough effect in the signal ratio, with a control signal flat, not every such curve was filed as active; inconclusive means small, poorly fitted or top-dose-only effect, or effect the other way, or a change in a side signal; the % refers to the signal ratio;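 further: potency means the concentration at half of the fitted maximal effect; plate controls were basal doxycycline-induced cells for no effect and cells given 10 µM MG132 for full effect; MG132 reads +100%, hits lower the ratio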
#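 Compounds up to 46 uM were incubated four hours with TMD8 cells whose green CBG68 luciferase is fused to IkappaBalpha; red CBR luminescence normalised the signal, and concentration-effect curves were fitted to fusion, red and ratio data.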
# TSHR antagonist = blocks TSH signaling through the human TSH receptor; activity change, negative = inhibition, % at 11.5 µM; 330,000 compounds, 0.2% hits; TSHR-expressing cells, TSH-stimulated cAMP HTRF, 2 h; stronger effect = lower value; P16473;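 active means activity change below a set negative limit, meaning inhibition stronger than a set level, cut at about -70% in these data; inconclusive means activity change between two set negative limits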; further: on the % scale 0 is the no-effect control and ±100 the full control effect
#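 Read-out is FRET at 665 nm (cryptate excitation 337 nm) from a cryptate-tagged anti-cAMP antibody, competed by cell cAMP against cAMP-d2. Compounds are tested on freshly harvested TSHR cells challenged with 4nM TSH (EC80) for 2 hours at 37 deg C.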
# Numbers without * were called inactive; ? = inconclusive; . = not tested or not shown; [ ] = another dose, or the depositor's remark. Unless noted, the call rests on the fitted dose curve; in most records, active means well fitted curve in the direction sought with a large enough effect; inconclusive means small, poorly fitted or top-dose-only effect, or another doubt; inactive means no such curve, though single readings can be large; an effect the other way counts as inactive or inconclusive. Only part of the results is shown; rates above refer to the full screens.
SMILES,PKM2 activator,S-ASM inh,hERG WT inh,Eya2 phos inh,GALK inh,Menin MLL FP TR,MBNL1-CUG inh,Mito fusion act,USP2a inh,Chronic BCR inh,TSHR antagonist
Cc1cccc(N2C(=O)CC(N3CCN(c4ccc(Cl)cc4)CC3)C2=O)c1 (stereo unspecified),-1%,?,-8,7%,-4%,19%,3%,-9%,1%,0%,-16
O=C(Nc1ccc2c(c1)OCCO2)c1cccc(C(=O)Nc2ccc3c(c2)OCCO3)c1,.,-6%,-2,-10%,-4%,1%,-4%,6%,1%,?,-2
O=C1C2(CCCC13COC(c1ccc(O)cc1)OC3)COC(c1ccc(O)cc1)OC2 (stereo unspecified),-16%,2%,-5,0%,-2%,.,-4%,0%,2%,9%,-3
COc1cc(C(=O)N2CCNCC2)cc(OC)c1OC,?,3%,11,1%,1%,8%,-8%,2%,1%,0%,8
O=C(Nc1ccc(NC(=O)c2ccccn2)cc1)C(=O)Nc1ccc2c(c1)OCCO2,.,-1%,-1,8%,0%,-12%,-6%,11%,-4%,2%,13
N#C/C(=C(/O)CN1CCN(c2ccccc2F)CC1)c1nc(-c2ccccc2)cs1,4%,-3%,6,4%,-6%,?,15%,-2%,3%,15%,-7
CC(C)c1ccc2[nH]c3c(c2c1)CCCC3=O,-1%,9%,1,-15%,5%,-3%,12%,-3%,0%,?,-3
CC(=O)c1ccc(N2CCN(C(=O)CCCn3c(=O)[nH]c4ccc(Br)cc4c3=O)CC2)cc1,2%,-12%,-3,?,-1%,1%,.,-1%,1%,3%,-14
CC(=O)C1=C(O)C(=O)N(c2ccc(C(=O)O)cc2)C1c1ccccc1 (stereo unspecified),4%,7%,2,38%,1%,-1%,?,3%,2%,?,12
COc1cc(OC)cc(C(=O)N/N=C(\C)CC(=O)Nc2ccccn2)c1,.,2%,-2,-13%,-1%,-25%,-7%,-6%,1%,?,-26

# An excerpt from above in order of SMILES length, smallest number first:
SMILES,PKM2 activator,S-ASM inh,hERG WT inh,Eya2 phos inh,GALK inh,Menin MLL FP TR,MBNL1-CUG inh,Mito fusion act,USP2a inh,Chronic BCR inh,TSHR antagonist
CC(C)c1ccc2[nH]c3c(c2c1)CCCC3=O,-1%,9%,1,-15%,5%,-3%,12%,-3%,0%,?,-3
Cc1cccc(N2C(=O)CC(N3CCN(c4ccc(Cl)cc4)CC3)C2=O)c1 (stereo unspecified),-1%,?,-8,7%,-4%,19%,3%,-9%,1%,0%,-16
O=C(Nc1ccc(NC(=O)c2ccccn2)cc1)C(=O)Nc1ccc2c(c1)OCCO2,.,-1%,-1,8%,0%,-12%,-6%,11%,-4%,2%,13

# (cont.)
SMILES,PKM2 activator,S-ASM inh,hERG WT inh,Eya2 phos inh,GALK inh,Menin MLL FP TR,MBNL1-CUG inh,Mito fusion act,USP2a inh,Chronic BCR inh,TSHR antagonist
CCC(C)NC(=O)CCNS(=O)(=O)c1ccc(Br)cc1 (stereo unspecified),-6%,4%,-2,-18%,-1%,4%,-6%,-3%,3%,?,0
Cn1nnc(NC(=S)NC(=O)c2ccco2)n1,6%,3%,1,-36%,-1%,?,-25%,-3%,5%,?,28
c1ccc(Cc2nnc3sc(Nc4ccccc4)nn23)cc1,13%,-7%,-13,12%,-6%,-7%,7%,-7%,0%,1%,0
c1ccc(C2OC3c4cccc5cccc(c45)C3N2c2ccccc2)cc1 (stereo unspecified),8%,-10%,11,2%,0%,-16%,2%,22%,4%,16%,-7
C/C=C/c1ccccc1OCc1ccc(C(=O)O)o1,3%,17%,-14,5%,1%,31%[activator],-3%,2%,4%,?,-5
O=C(CNc1cccc(C(F)(F)F)c1)Nc1cccc(S(=O)(=O)N2CCCC2)c1,.,-11%,1,-4%,.,.,.,-2%,4%,-7%,4
CCC(NS(=O)(=O)c1ccc(C)cc1)C(=O)N1CCOCCOCCOCCOCC1 (stereo unspecified),.,0%,-4,-2%,-2%,-5%,-5%,-3%,0%,5%,-9
Cc1ccnc(NC(=O)c2sc3ccccc3c2Cl)c1,-10%,7%,-3,6%,0%,-1%,7%,-1%,5%,?,2
NC(=O)C1CCCN(Cc2ccc(Cl)cc2)C1 (stereo unspecified),4%,1%,9,2%,0%,4%,-6%,-1%,-2%,4%,23
Cc1cccc(C)c1NS(=O)(=O)c1ccc(NC(=O)c2ccc(Cl)c([N+](=O)[O-])c2)cc1,0%,-18%,-20,4%,0%,?,-7%,-3%,4%,?,-29
Cc1ccccc1N1CCN(C2CCCN(C(=O)c3cc(C(C)C)[nH]n3)C2)CC1 (stereo unspecified),2%,0%,18,2%,-4%,-17%,-6%,-3%,-1%,-2%,-9
CN(C)S(=O)(=O)c1ccc(C(=O)Nc2ccccc2[N+](=O)[O-])cc1,-6%,-1%,6,2%,1%,-4%,?,3%,0%,-1%,2
CC(=O)c1ccc(NC(=O)C2CCC(C)NC2=O)cc1 (stereo unspecified),0%,4%,-2,19%,-2%,-3%,4%,-2%,-2%,?,-2
CC12CC3CC(C)(C1)CC(C(=O)N1CCN(C(=O)c4ccco4)CC1)(C3)C2,-2%,-4%,-3,4%,-4%,.,-1%,-2%,2%,-9%,1
CN1CCC(N(C)S(=O)(=O)c2ccc(NC(=O)COc3cccc(Cl)c3)cc2)CC1,.,.,6,9%,.,.,.,-3%,1%,2%,24
COc1cccc(NC(=O)COC(=O)c2ccc(C)c(S(=O)(=O)N3CCCCC3)c2)c1,.,-3%,0,-8%,.,.,.,8%,-1%,?,-11
CCCCn1c(N)c(N(CCOC)C(=O)CSc2n[nH]c(-c3ccc(C)cc3)n2)c(=O)[nH]c1=O,.,4%,-33,-1%,.,.,.,-9%,4%,0%,-3
Cc1ccc2nc(-c3ccc4c(c3)OCCO4)cn2c1,-33%,0%,-2,0%,8%,.,-3%,3%,-3%,?,-21
Cc1ccc(S(=O)(=O)NCC(=O)NCC2CCCCC2)cc1C,-4%,35%,0,6%,-3%,-9%,-1%,-7%,1%,-4%,-9
Cc1ccc(S(=O)(=O)N2CCCN(C(=O)c3cc4ccccc4[nH]3)CC2)cc1,10%,-4%,13,8%,0%,33%[activator],56%[activator],?,-6%,5%,20
CCOC(=O)c1c(C)oc2c1c1c(c3ccccc32)OCN(Cc2cccnc2)C1,12%,-8%,2,-16%,0%,?,8%,21%,-1%,?,-3
CC(OC(=O)c1ccncc1)C(=O)Nc1cccc([N+](=O)[O-])c1 (stereo unspecified),-4%,3%,-3,7%,1%,12%,?,0%,3%,0%,5
CSc1ccc(/C=N/n2c(C)nc3ccccc3c2=O)cc1,.,-6%,2,?,-1%,-29%,0%,-2%,-2%,-1%,-1
Cc1nn(Cc2ccc(Cl)cc2Cl)c(C)c1NC(=O)c1sc2ccccc2c1Cl,-1%,-1%,-3,-24%,0%,-14%,-4%,4%,3%,-2%,0
CCN(CC)CCn1c(C)nc2ccccc21,?,0%,0,2%,.,.,3%,0%,-3%,-6%,-2
CC(Oc1ccc(Cl)cc1Cl)C(=O)NCCCn1ccnc1 (stereo unspecified),-1%,2%,11,11%,6%,0%,-4%,-1%,1%,0%,5
COc1ccc(-c2csc(NC(=O)CCCc3nc4ccccc4c(=O)[nH]3)n2)cc1OC,.,-2%,3,-16%,.,.,.,-7%,-2%,?,.
Cc1ccsc1C(=O)OCC(=O)Nc1cccc(F)c1,.,-3%,6,-19%,.,.,.,3%,2%,?,-4
NC(=O)c1ccc(-n2nnnc2SCC(=O)Nc2ccccc2)cc1,1%,1%,0,-2%,-7%,?,-14%,-1%,-1%,-1%,-46
Cc1ccc(NC(=O)CCNS(=O)(=O)c2ccc3[nH]c(=O)oc3c2)cc1N(C)C,4%[0.46 µM],1%,-19,9%,-2%,21%,-3%,-2%,0%,-9%,-9
O=C(CCNS(=O)(=O)c1ccc(Br)cc1)NCCc1ccc(Cl)cc1,.,-5%,9,0%,-4%,.,6%,2%,1%,-1%,-16

# Bioassay records from PubChem.
